KCNQ2 block: KCNQ2 potassium channel inhibitors, primary screen, cell-based, CHO-K1, FluxOR thallium flux, B-score (AID 2156); 20 min; active compounds read low; 310,000 tested, 1.1% active; Potassium voltage-gated channel subfamily KQT member 2 (Rattus norvegicus), O88943; B-score at 10 µM;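 active = fluorescence ratio B-score at most minus 3 library SDs, with starting brightness B-score within 2 library SDs, cut at about -5.5 in these data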
CHT inh: inhibitors of human choline transporter CHT; CHT-expressing cells, membrane potential dye, choline response; active compounds read low; B-score at 10 µM; 310,000 tested, 0.86% active; High affinity choline transporter 1 (Homo sapiens), Q9GZV3; AID 488975, 2010;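 active = B-score over 3 SD under the library average, and starting fluorescence ratio not unusually high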;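 also: choline stimulus applied at its EC90 after an EC20 pre-addition; B-score computed on integrated fluorescence ratio after choline addition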
Target sequence (Q9GZV3 whole entry, looked up): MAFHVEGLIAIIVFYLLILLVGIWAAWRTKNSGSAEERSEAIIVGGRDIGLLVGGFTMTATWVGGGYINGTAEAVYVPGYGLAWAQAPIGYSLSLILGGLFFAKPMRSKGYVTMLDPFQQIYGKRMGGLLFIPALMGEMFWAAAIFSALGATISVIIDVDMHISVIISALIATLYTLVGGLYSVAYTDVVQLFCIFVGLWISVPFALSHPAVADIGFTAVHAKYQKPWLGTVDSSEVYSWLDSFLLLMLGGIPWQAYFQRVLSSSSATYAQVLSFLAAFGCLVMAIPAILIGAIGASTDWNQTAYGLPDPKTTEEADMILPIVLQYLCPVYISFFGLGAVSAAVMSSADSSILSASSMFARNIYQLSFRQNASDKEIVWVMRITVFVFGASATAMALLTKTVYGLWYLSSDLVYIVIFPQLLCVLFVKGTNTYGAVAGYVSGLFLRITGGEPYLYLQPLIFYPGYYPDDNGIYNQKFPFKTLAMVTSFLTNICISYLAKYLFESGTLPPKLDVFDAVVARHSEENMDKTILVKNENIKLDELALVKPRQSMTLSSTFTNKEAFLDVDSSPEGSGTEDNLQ
An asterisk follows results filed as active; i = inactive; x = no result given. Outcome played no part in choosing rows. Share with any hit: about 1.9%.

| SMILES | KCNQ2 block | CHT inh |
| --- | --- | --- |
| CC(C)c1ccc(NS(=O)(=O)c2cn(C)c(=O)n(C)c2=O)cc1 | i | i |
| CSc1nncc(/C(C)=N\Nc2ccccc2C)n1 | i | i |
| CCOC(=O)N1CCN(S(=O)(=O)c2ccc(C(=O)NNc3nc4c(C)cc(C)cc4s3)cc2)CC1 | i | i |
| COc1cccc(C(=O)NNC2=C(C(=O)C(F)(F)F)CCC2)c1 | i | i |
| O=C(CSc1nc2ccccc2c(=O)n1CC1CCCO1)NCC1CCCO1 (stereo not given) | i | i |
| COCCN(C(=O)COC(=O)c1cccc2ccccc12)c1c(N)n(Cc2ccccc2)c(=O)[nH]c1=O | i | i |
| O=C(Cc1ccccc1)NNC(=O)C1CC=CCC1 (stereo not given) | i | i |
| Cc1ccc(Cn2nnc3c(=O)[nH]c(C4CCN(S(=O)(=O)c5ccccc5)CC4)nc32)cc1 | i | i |
| COc1cccc(C(O)c2nccn2Cc2ccccc2)c1OC (stereo not given) | i | i |
| Cc1ccccc1Nc1c(N)c(=O)oc2ccccc12 | i | i |
| CCOC(=O)C1CCCN(S(=O)(=O)c2cc3[nH]c(=O)c(=O)[nH]c3cc2C)C1 (stereo not given) | i | i |
| O=c1c(-c2ccc3c(c2)OCCO3)c(C(F)(F)F)oc2cc(O)cc(O)c12 | i | i |
| CCOC(=O)c1cc(CC)sc1/N=C/C1=C(O)CC(C)(C)CC1=O | i | i |
| CCOc1ccccc1C(=O)OCC(=O)NCC1CCCCC1 | i | i |
| CCCCc1cc(=O)oc2c(CN3CCN(C)CC3)c(O)ccc12 | i | i |
| COC(=O)c1ccc2c(c1)N(Cc1ccccc1F)C(=O)c1ccccc1S2=O (stereo not given) | i | i |
| CC(NC(=O)Cc1ccc(F)cc1)c1ccccc1 (stereo not given) | i | i |
| CC(OC(=O)c1cc2sccc2n1C)C(=O)NCC1CCCO1 (stereo not given) | i | i |
| COc1ccc(-c2nnc(SCC(=O)NCc3cccs3)n2C(C)C)cc1 | i | i |
| CCOC(=O)N1CCN(C(=O)c2ccc3c(c2)N(Cc2ccc(C)cc2)CCS3)CC1 | i | i |
| CCCCCCOc1ccc(NC(=O)CC2C(=O)N(CC)C(=S)N2Cc2ccco2)cc1 (stereo not given) | i | i |
| COC(=O)c1c(C)[nH]c(C(=O)/C=C/c2cccc(Cl)c2)c1C | i | i |
| CCOc1ccccc1C(=O)OCC(=O)Nc1ccc(N2CCCCC2)cc1 | i | i |
| Cc1ccc(N(Cc2ccc(C(=O)Nc3ccccc3C(=O)NCc3ccco3)cc2)S(C)(=O)=O)cc1C | i | i |
| CCS(=O)(=O)Nc1c(C(=O)OC)[nH]c2ccccc12 | i | i |
| COc1cccc(-n2ccnc2SCC(=O)Nc2ccccc2)c1 | i | i |
| Cc1cc(C)n(CC(=O)Nc2ccc(N3CCOCC3)c(Cl)c2)c(=O)c1C#N | i | i |
| COc1cc(C2OC(c3cc(OC)c(OC)c(OC)c3)C(C)C2C)cc(OC)c1OC (stereo not given) | i | i |
| COC(/C=C/Nc1ccc(Br)cc1)=C(C#N)C#N | i | i |
| CC1N(C)c2cc(NC(=O)c3ccco3)ccc2C1(C)C (stereo not given) | i | i |
| N#C/C(=C\c1ccc(-c2ccc([N+](=O)[O-])cc2Br)o1)C(=O)N1CCN(c2ccccc2)CC1 | i | i |
| COc1ccc([N+](=O)[O-])cc1NC(=O)c1ccco1 | i | i |
| O=C(CCNC(=O)c1ccc([N+](=O)[O-])cc1)NCCc1ccc(Cl)cc1 | i | i |
| Cc1ccc(CC(=O)Nc2ccc(F)c([N+](=O)[O-])c2)cc1C | i | i |
| COC(=O)c1c[nH]n2c(=O)c(Cl)c(C)nc12 | i | i |
| N#Cc1c(-c2ccc(Br)cc2)cc(-c2cccnc2)nc1N | i | i |
| Cc1ccc(Sc2c(C)[nH]n(C(C)(C)C)c2=O)cc1 | i | i |
| COc1ccc(-n2ccc(-c3nn(-c4cccc(C(F)(F)F)c4)ccc3=O)n2)cc1 | i | i |
| O=C(c1ccc(Cn2cc(Br)cn2)o1)N1N=C(C(F)F)CC1(O)C(F)F (stereo not given) | i | i |
| O=C(O)CC/C(=N\Nc1ccc(Cl)cc1)c1cccs1 | i | i |
| CC(Sc1nc2ccccc2[nH]1)C(=O)Nc1ccc2c(c1)OCCO2 (stereo not given) | i | i |
| O=c1c2ccccc2c(-c2ccccc2)nn1Cc1ccc(Cl)cc1 | i | i |
| CNc1ccc2c3c(cccc13)C(=O)N(C)C2=O | i | i |
| O=C(Cc1ccc(S(=O)(=O)N2CCOCC2)s1)NCCOc1ccccc1 | i | i |
| Cc1ccc(NC(=O)CN(C)C(=O)CNC(=O)c2cccs2)cc1 | i | i |
| Cc1cccc(NC(=O)Nc2ccc(C)c(C)c2)n1 | i | i |
| Cc1ccc(-n2cccc2/C=C2\C(=N)N3N=C(C(C)C)SC3=NC2=O)cc1 | i | i |
| CN(C)CCNC(=S)Nc1ccc(Cl)cc1 | i | i |
| CC(C)Cn1c(CN2CCN(c3ccccc3F)CC2)nc2c1c(=O)[nH]c(=O)n2C | i | i |
| COc1ccc2c(Cl)c(C(=O)N/N=C/c3c(C)[nH]c4ccccc34)sc2c1 | i | i |
| O=C(Nc1ccccc1C(=O)NC(Cc1ccccc1)C(=O)O)c1ccco1 (stereo not given) | i | i |
| O=C(Nc1nnc(S(=O)(=O)N2CCCC2)s1)c1cccc([N+](=O)[O-])c1 | i | i |
| CCOc1ccc2c(C)nc(NC3=NC(C)(C)C=C(C)N3)nc2c1 | i | i |
| CC(=O)c1cccc(NCC(=O)Nc2cccc(S(=O)(=O)N3CCCCC3)c2)c1 | i | i |
| O=C(Nc1ccccc1)c1csc(-c2ccccc2)n1 | i | i |
| O=C(NC(=S)Nc1cccnc1)c1ccccc1 | i | i |
| O=C(CSc1nc2nc[nH]c2c(=O)[nH]1)NC1CCCCC1 | i | i |
| CC(C)Nc1nc2c(c(=O)n(C)c(=O)n2C)n1C | i | i |
| COCc1c(C)cc(C)c(/C=N/O)c1C | i | i |
| O=C(Nn1cnnc1)c1ccc(F)cc1 | i | i |

Continuation:
| SMILES | KCNQ2 block | CHT inh |
| --- | --- | --- |
| CN(CC(=O)Nc1ccc(F)cc1)C(=O)C1CCN(S(=O)(=O)c2ccc3c(c2)OCCO3)CC1 | i | i |
| CCOC(=O)c1c(C)c(C(=O)NC2CCCCC2)c(C)n1CC | i | x |
| Cc1nc(NC(=O)c2ccc(F)cc2)nc2cc3c(cc12)OCO3 | i | i |
| Cc1ccc(S(=O)(=O)NC(=O)N2CCN(Cc3c(F)cccc3Cl)CC2)cc1 | i | i |
| COc1ccc2[nH]c(=O)c(CN(CCO)C(=O)c3cccs3)cc2c1 | i | i |
| COc1ccccc1N1CCSC1C(N)=O (stereo not given) | i | i |
| COc1cc(/C=N/NC(=O)c2cccc([N+](=O)[O-])c2)ccc1O | i | i |
| Cc1ccc(N2CCN(S(=O)(=O)N3CCCCC3)CC2)cc1Cl | i | i |
| CCc1nnc(NC(=O)CCN2C(=O)CCC2=O)s1 | i | i |
| O=C(NCc1cc2ccccc2[nH]1)c1ccccc1F | i | i |
| Cc1[nH]c2ccc(C(=O)OCC(=O)NC3(C#N)CCCCC3)cc2c1C | i | i |
| CCCCCC(=O)Nc1ccc2oc(-c3cccnc3)nc2c1 | i | i |
| CCOc1ccccc1NC(=O)C1CCN(S(=O)(=O)c2c(C)nn(C)c2C)CC1 | i | i |
| CCOCCCNCC(=O)NC1(C)C2CCC(C2)C1(C)C (stereo not given) | i | i |
| O=C(Oc1ccc2ccc(=O)oc2c1)c1ccccc1 | i | i |
| COc1cccc(NC(=O)c2nn(C)c(C(=O)Nc3cccc(OC)c3)c2[N+](=O)[O-])c1 | i | i |
| O=C1[C@@H]2Cc3ccccc3CN2C(=O)N1c1cccc(F)c1 | i | i |
| Cc1ccc(N(C)C(=O)CCS(=O)(=O)c2cc3c(cc2Cl)NC(=O)CO3)cc1 | i | i |
| CCN(CC)S(=O)(=O)c1ccc(NC(=O)c2cccc3c2C(=O)N(CCOC)C3)cc1 | i | i |
| O=C(Nc1nc(-c2ccccn2)cs1)c1ccc([N+](=O)[O-])o1 | i | i |
| Cc1nc2scc(-c3ccc(C(C)C)cc3)c2c(=O)n1N | i | i |
| CC1=C(C(=O)N(C)CCC#N)C2(CCCCC2)OC1=O | i | i |
| Cn1c(=O)[nH]c(=O)c2c1nc(Sc1ncccn1)n2CCCc1ccccc1 | i | i |
| Cc1cc(S(=O)(=O)NCCCN2CCOCC2)c(C)cc1Cl | i | i |

4 entries from above in another layout:
> O=C(Nc1nc(-c2ccccn2)cs1)c1ccc([N+](=O)[O-])o1
  KCNQ2 block = i | CHT inh = i
> O=C1[C@@H]2Cc3ccccc3CN2C(=O)N1c1cccc(F)c1
  KCNQ2 block = i | CHT inh = i
> CCOc1ccccc1NC(=O)C1CCN(S(=O)(=O)c2c(C)nn(C)c2C)CC1
  KCNQ2 block = i | CHT inh = i
> CC1=C(C(=O)N(C)CCC#N)C2(CCCCC2)OC1=O
  KCNQ2 block = i | CHT inh = i

Other compounds:
| SMILES | KCNQ2 block | CHT inh |
| --- | --- | --- |
| CCOC(=O)c1ccc(NCc2nc3ccccc3n2C)cc1 | i | i |
| COc1ccc(C(=O)NNC(=O)CSc2nnc(C)n2CC2CCCO2)cc1 (stereo not given) | i | i |
| CCOC(=O)c1c(C)n(C)c2c(C)cc(O)c(OC(=O)CC)c12 | i | i |
| COc1ccc(Br)cc1CN(C)CC(=O)Nc1c(Cl)ccc(C)c1Cl | i | i |
| Cc1ccc(C(=O)N/C(=C\c2ccccc2)C(=O)NCc2cccnc2)cc1 | i | i |
| CC(=O)NC(NC(=S)Nc1ccc(N=Nc2ccccc2C)cc1C)C(Cl)(Cl)Cl (stereo not given) | i | i |
| O=C(Nc1cccc(NC(=O)C2CCCO2)c1)C1CCCO1 (stereo not given) | i | i |
| Cc1ccc(N2CCN(C(=O)c3ccccc3NC(=O)c3ccccc3C(=O)O)CC2)cc1 | i | i |
| CCO[C@H]1OC(C(=O)N2CCN(Cc3ccc4c(c3)OCO4)CC2)=C[C@@H](c2ccc(Br)cc2)[C@@H]1CCCO | i | i |
| O=C(COC(=O)Cc1cn2ccsc2n1)NCc1ccc2c(c1)OCO2 | i | i |
| Cc1ccc(N=C2C(=O)Nc3ccccc32)cc1C | i | i |
| COC(=O)C1=C(C)N(c2ccc(C)c(C)c2)/C(=C/c2cccs2)C1=O | i | i |
| CCN(CC)c1ccc(/C=N/NC(=O)c2c[nH]c3ccccc23)cc1 | i | i |
| Cc1ccc(-c2nnc(NC3CCCC3)s2)cc1 | i | i |
| COc1ccc(-n2c(COc3cccc(C)c3)nnc2SCC(=O)O)cc1 | i | i |
| Cn1nc(C(=O)NNc2c(F)c(F)cc(F)c2F)c2ccccc2c1=O | i | i |
| COc1ccc(N(CC(=O)Nc2ccc(C(C)C)cc2)S(=O)(=O)c2c(C)noc2C)cc1 | i | i |
| c1ccc(SCCCCNC2CCCC2)cc1 | i | i |
| COc1ccccc1CNC(=O)COC(=O)c1ccc(S(=O)(=O)N2CCCC2)cc1 | i | i |
| CC1CN(S(=O)(=O)N(C)C)CCN1S(=O)(=O)N(C)C (stereo not given) | i | i |
| CC1c2[nH]c3ccccc3c2CCN1S(C)(=O)=O (stereo not given) | i | i |
| CC(=O)Nc1cccc(NC(=O)c2cc(C)on2)c1 | i | i |
| COc1cc(CNC2CCCC2)cc(Br)c1OCC(=O)Nc1ccccc1C | i | i |
| Cc1ccc(S(=O)(=O)NC2c3cccc4cccc(c34)C2Sc2ncccn2)cc1 (stereo not given) | -7* | i |
| CCN(CC)S(=O)(=O)c1ccc(N/N=C/c2cc(OC)ccc2O)nc1 | i | i |
| CCOc1ccc(C(=O)/C=C/c2ccc(OC)c(OC)c2)cc1 | i | i |
| CNC(=O)COc1ccc(S(=O)(=O)Nc2ccc(C)cc2)cc1 | i | i |
| O=C(COC(=O)c1ccccc1C(=O)c1ccc(Cl)c([N+](=O)[O-])c1)NC1CC1 | i | i |
| Cc1cc(NC(=O)CCC(=O)N(c2cccc(F)c2)C(C(=O)NC2CCCC2)c2ccc(C)o2)no1 (stereo not given) | i | i |
| COc1ccc2nc(NC(=O)C3CCN(S(=O)(=O)c4cccs4)CC3)sc2c1 | i | i |
| CC(C)NC(=O)c1ccccc1NC(=O)CCS(=O)(=O)Cc1ccccc1 | i | i |
| CCOC(=O)COc1ccc(Br)cc1/C=C/c1[nH]c(=O)[nH]c(=O)c1[N+](=O)[O-] | i | i |
| CCN(CCn1cccn1)C(=O)CCc1nnc(CCc2ccccc2OC)o1 | i | i |
| Cc1c(NC(=O)C(C)OC(=O)Cc2ccc(F)cc2)c(=O)n(-c2ccccc2)n1C (stereo not given) | i | i |
| CC(C)C(NC(=O)C(NC(=O)C1OC2OC(C)(C)OC2C2OC(C)(C)OC12)C(C)C)C(=O)O (stereo not given) | i | i |
| Cc1c2c(nc3c(C(=O)NC4CC4)cnn13)CCCC2 | i | i |
| CCNS(=O)(=O)c1cc(-c2nnc(OC)c3ccccc23)ccc1C | i | i |
| CC(C)(C)c1nc(NCCN2CCOCC2)c2nnn(Cc3ccccc3Cl)c2n1 | i | i |
| N=c1n(CC(=O)c2ccc([N+](=O)[O-])cc2)c2ccccc2n1Cc1ccc(Cl)cc1 | i | i |
| Cc1cc(Br)cc2c1NC(=O)C2(O)CC(=O)c1ccco1 (stereo not given) | i | i |
| O=C(c1cccc(F)c1)N1CCN(Cc2ccco2)CC1 | i | i |
| COc1ccc(NC(=O)CCSc2ccc(C)cc2)cc1 | i | i |
| Cc1ccc(-c2ccc(OC(=O)c3ccc(=O)[nH]c3)c(C)c2)cc1 | i | i |
| COc1ccc(-n2c(=S)[nH]c3sc(-c4ccccc4)cc3c2=O)c(OC)c1 | i | i |

Compound activity from PubChem BioAssay.
